Pin1 inh: human Pin1 inhibition; Potency, µM (highest dose often 115 µM), for the others: top-dose activity, negative = inhibition, usual class: inhibitors; Q13526; Pin1 FP peptide displacement, HiFluor488, 10 min; AID 504891; actives 0.009% (n = 390,000); active = well fitted inhibition curve with a large enough effect in the polarisation, with a control signal flat, not every such curve was filed as active; inconclusive = small, poorly fitted or top-dose-only effect, or effect the other way, or a change in a side signal; inactive = no such curve, though single readings can be large or run the other way; the % refers to the polarisation; also: potency is read from the fitted curve at half-maximal effect; % is scaled to controls: 0 for no effect and ±100 for the full control effect
PI4K2A block: PI4K2A (human) kinase inhibition. purified PI4K2A, ADP-Glo luminescence, 1 h; active compounds read low. activity change, negative = inhibition, % at 76.9 µM. actives 0.13% (n = 420,000). AID 1346378; in the data active = activity change below about -50%; inconclusive = mostly about -30% to -49%;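 also: -100% = wells without enzyme as full effect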
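ADP-Glo luminescence measured ADP generated by PI4K2A enzyme (4 ug/mL before mixing) with 1.2 mM PI substrate (pre-mix) and 300 microM ATP (pre-mix). Tris pH7.5 buffer with MgCl2, Triton X-100; 1 h reaction at ambient temperature.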
PGK inhibitor: T. brucei PGK inhibition. P07378. PGK/GAPDH coupled, Kinase-Glo luminescence, 60 min. Potency, µM (top dose mostly 57.5 µM), inactives show at the top dose activity change, negative = inhibition, actives largely listed as inhibitors. actives 0.043% (n = 380,000). AID 602233; also: potency is read from the fitted curve at half-maximal effect; % is scaled to controls: 0 for no effect and ±100 for the full control effect; nearly all actives have a fitted effect of over 60% in size
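Recombinant glycosomal PGK reaction used 1,3-bisphosphoglycerate generated in-well by GAPDH (100nM final) in 100mM TEA pH 7.6, 5mM MgCl2, 0.01% Tween-20. After 60 minutes at room temperature, ATP was read by Kinase-Glo Plus luminescence end-point.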
JMJD2A Tudor inh: blocks the human JMJD2A Tudor domain. O75164. AlphaScreen JMJD2A-Tudor / H3K4me3 peptide binding. Potency, µM (titrated, usually from 114 µM), inactives show at the top dose activity change, negative = inhibition, usual class: inhibitors. actives 4.4% (n = 390,000); also: potency is read from the fitted curve at half-maximal effect; % is scaled to controls: 0 for no effect and ±100 for the full control effect; nearly all actives have a fitted effect of over 50% in size
Pol eta inh: blocks human DNA polymerase eta activity; Q9Y253; recombinant Pol eta, fluorescent DNA replication assay; actives 1.2% (n = 390,000); Potency, µM (highest dose often 114 µM), for the others: at the top dose activity change, negative = inhibition, hits mostly inhibitors; also: potency is read from the fitted curve at half-maximal effect; % is scaled to controls: 0 for no effect and ±100 for the full control effect
Target sequence (Q9Y253 whole entry, looked up): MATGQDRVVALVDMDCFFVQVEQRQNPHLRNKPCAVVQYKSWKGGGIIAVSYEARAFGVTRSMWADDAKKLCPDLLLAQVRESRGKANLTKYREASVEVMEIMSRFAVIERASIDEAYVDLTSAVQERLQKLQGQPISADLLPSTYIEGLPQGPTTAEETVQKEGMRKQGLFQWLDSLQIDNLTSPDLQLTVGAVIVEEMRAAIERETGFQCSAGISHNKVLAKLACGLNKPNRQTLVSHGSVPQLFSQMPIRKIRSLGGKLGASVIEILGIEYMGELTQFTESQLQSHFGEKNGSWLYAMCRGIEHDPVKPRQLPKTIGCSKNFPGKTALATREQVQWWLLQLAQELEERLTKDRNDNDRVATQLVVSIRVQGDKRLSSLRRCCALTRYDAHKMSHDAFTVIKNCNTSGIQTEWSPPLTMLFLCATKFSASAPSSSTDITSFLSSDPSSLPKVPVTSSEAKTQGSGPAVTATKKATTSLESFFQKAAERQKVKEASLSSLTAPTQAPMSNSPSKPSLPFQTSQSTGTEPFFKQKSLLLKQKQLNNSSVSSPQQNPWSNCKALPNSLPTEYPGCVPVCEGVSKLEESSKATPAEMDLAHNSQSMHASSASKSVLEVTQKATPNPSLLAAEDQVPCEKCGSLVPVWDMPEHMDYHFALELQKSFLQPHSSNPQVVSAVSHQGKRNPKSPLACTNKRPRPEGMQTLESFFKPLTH
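Fluorescent replication assay: 50 nM final substrate added after a 15 min room-temperature compound preincubation with 10 nM enzyme. Signal taken at 0 min and again at 10 min.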
GLS inhibitor: inhibitors of human glutaminase (GLS); GLS enzymatic activity, qHTS titration; Potency, µM (top dose mostly 45.5 µM), without a hit: top-dose activity change, negative = inhibition, hits mostly inhibitors; actives 0.21% (n = 410,000); also: potency is read from the fitted curve at half-maximal effect; % is scaled to controls: 0 for no effect and ±100 for the full control effect
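Enzyme dispensed in phosphate buffer (45 mM, pH 8.2, 0.02% Tween-20), compounds pinned in, then 1 mM L-glutamine solution and the glutamate oxidase–HRP–Amplex Red mix added; fluorescence read immediately and again after 30 min at room temperature.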
BAZ2B inh: BAZ2B (human) inhibition; Q9UIF8; AlphaScreen BAZ2B-H3K14Ac peptide displacement; Potency, µM (titrated, usually from 114 µM), without a hit: at the highest dose activity change, negative = inhibition, most hits filed as inhibitors; actives 4.4% (n = 360,000); also: potency is read from the fitted curve at half-maximal effect; % is scaled to controls: 0 for no effect and ±100 for the full control effect; nearly all actives have a fitted effect of over 60% in size
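Compounds, titrated to a top concentration of 110 uM, were incubated 30 min at room temperature with preformed BAZ2B/acetyl-K14 H3 peptide complex (50 nM each). Proximity signal was measured by AlphaScreen after 20 min with beads.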
HP1b chromo inh: inhibitors of HP1-beta chromodomain binding to methylated histone tails. P83916. AlphaScreen HP1-beta / biotin-H3K9me3 peptide binding. Potency, µM (doses to about 114 µM), for inactives: at the top dose activity change, negative = inhibition, usual class: inhibitors. actives 0.56% (n = 390,000). AID 540317; also: potency is read from the fitted curve at half-maximal effect; nearly all actives have a fitted effect of over 70% in size; inactives centre near 23
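HP1-beta protein (50 nM final) preincubated 30 min at room temperature with biotinylated H3(1-18)K9me3 peptide (50 nM) in PBS pH 7.4, 0.01% Tween-20, then compound added for 30 min. AlphaScreen streptavidin donor/nickel chelate acceptor beads (10 ug/mL final), 30 min dark, luminescence read.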
G9a block: blocks human histone lysine methyltransferase G9a. Potency, µM (top dose mostly 102 µM), for inactives: top-dose activity, negative = inhibition, usual class: inhibitors. G9a H3K9 monomethylation, AlphaScreen, 2 h. actives 8.8% (n = 350,000). AID 504332. Q96KQ7; also: potency is read from the fitted curve at half-maximal effect; % is scaled to controls: 0 for no effect and ±100 for the full control effect; nearly all actives have a fitted effect of over 75% in size
Target sequence (Q96KQ7 913-1193 limits assumed): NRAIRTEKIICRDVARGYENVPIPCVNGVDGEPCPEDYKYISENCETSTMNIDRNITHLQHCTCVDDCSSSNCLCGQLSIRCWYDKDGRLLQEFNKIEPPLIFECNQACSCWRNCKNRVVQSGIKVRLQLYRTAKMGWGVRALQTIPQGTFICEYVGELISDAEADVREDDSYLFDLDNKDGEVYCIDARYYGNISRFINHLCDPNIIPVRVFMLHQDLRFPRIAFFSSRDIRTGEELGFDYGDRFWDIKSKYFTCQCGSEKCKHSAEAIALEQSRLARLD
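Chemiluminescent proximity detection of H3K9 monomethylation, read after 10 min bead incubation in the dark. Reaction: 20 nM G9a, 500 nM biotin-H3K9 peptide, 20 uM SAM cofactor, 2 h, room temperature, following 15 min enzyme-compound preincubation.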
* hit, by the source's call; i = inactive; ? = inconclusive; . = not tested or not shown; & = joins results of further samples; [ ] = dose if it differs, or a comment. Unless noted, calls follow the shape of the dose curve; as a rule, active = well fitted curve in the direction sought with a large enough effect; inconclusive = small, poorly fitted or top-dose-only effect, or another doubt; inactive = no such curve, though single readings can be large; an effect the other way counts as inactive or inconclusive.

SMILES | Pin1 inh | PI4K2A block | PGK inhibitor | JMJD2A Tudor inh | Pol eta inh | GLS inhibitor | BAZ2B inh | HP1b chromo inh | G9a block
CC(=O)Nc1ccc(NC(=O)C(Sc2ccccc2)c2ccccc2)cc1 (stereo not drawn) | -1% | 1 | 1% | -10% | 9% | 16% | -1% | 12% | -11%[12.7 µM]
Cc1ccc(Cn2nnc3c(=O)[nH]c(C4CCCN(S(=O)(=O)c5ccc(F)cc5)C4)nc32)cc1 (stereo not drawn) | -4% | -3 | 7% | -1% | -19% | 0% | ? | 21% | 17%[59 µM]
CCCCNC(=O)c1ccc(CNS(=O)(=O)c2ccc(Br)cc2)cc1 | -2% | 3 | 5% | 3% | -24% | -2% | -4% | 39%[activator] | -1%
O=C(c1ccc(Oc2ccc([N+](=O)[O-])cc2)cc1)N1CCCCCC1 | -2% | -3 | 3% | -17% | -15% | 5% | -33% | 26% | 5%
CCNC(=O)NC(=O)C(C)OC(=O)C1CCN(S(=O)(=O)c2ccccc2F)CC1 (stereo not drawn) | 8% | -2 | 3% | -15% | -13% | 10% | 16% | 10% | -9%[59 µM]
CC(C)N1CC(O)=C(c2ccccc2)C1=N | 4% | 0 | i[11.5 µM] | -12% | -4% | 14% | 13% | 36%[activator] | 12%[59 µM]
Cc1cc(NC(=O)COC(=O)[C@@H](NS(=O)(=O)c2ccccc2)C(C)C)no1 | 3% | 7 | -3% | -18% | -7% | -7% | -2% | 21% | 5%
O=C1OC(c2ccc(O)cc2)(c2ccc(O)cc2)c2ccccc21 | -1% | -4&1 | i | -20% | -17% | 23%&48% | -36% | 56%[activator] | -12%[59 µM]
O=C(Cn1c(=O)c2cccn2c2ccccc21)NCCCN1CCCCC1 | -2% | -2 | i | -14% | -12% | -10% | -4% | 11% | 57%[activator]
O=C(O)CSc1nc2ccccc2[nH]1 | -19% | 1 | 6% | ? | 6% | 0% | -6% | 12% | ?
C/C=C(/C)C(=O)Nc1cccc(C2=NOC3(C2)C[C@H](C(N)=O)N(C(=O)c2ccccc2)C3)c1 (stereo partly drawn) | -8% | -4 | -6% | -15% | -8% | -8% | -25% | 28% | -1%[59 µM]
CCOC(=O)CSc1nc2c([nH]c3ccccc32)c(=O)n1-c1ccc(OCC)cc1 | 5% | 2 | -8% | ? | 6% | -5% | 1% | 19%[57 µM] | 0%[59 µM]
COc1ccc(S(=O)(=O)N(C)C(C)CCc2ccco2)cc1 (stereo not drawn) | 23% | -2 | i | -9% | -30% | 2% | -27% | 12% | 79µM*
CCOC(=O)CSC1=N/C(=C\c2cccnc2)C(=O)N1c1ccc(OC)cc1 | 14% | 6 | 12% | -21% | -13% | -3% | -4% | 21% | 4%
CCOC(=O)c1c(C)[nH]c(C)c1C(=O)CSc1nnc(-c2ccncc2)n1C | 4% | -1 | -4% | ? | -5% | 16% | -8% | 29% | ?
CCOc1ccc(CNC(=O)c2ccc3c(c2)nnn3C2CCCC2)cc1 | -8% | -1 | -3% | -19% | -4% | 3% | -2% | -2% | 7%[59 µM]
Cc1cc(F)ccc1S(=O)(=O)Nc1ccccc1C(=O)N1CCCC1 | -15% | -3 | 0% | 1% | -11% | 1% | 6% | 34% | 20%[12.7 µM]
CCO[C@@H]1OC(C(=O)NCc2nc3ccccc3[nH]2)=C[C@H](c2cn(C(C)=O)c3ccccc23)[C@H]1CCCO | 2% | -1 | -3% | -32% | -11% | -3% | -13% | 31% | -26%[59 µM]
CCOc1ccc(NCCC#N)cc1 | -2% | -1 | -7% | -1% | -2% | 46%[activator] | -10% | 9% | 8%[12.7 µM]
CC(=O)Oc1c(/C=C(\C#N)C(N)=O)[nH]c2ccccc12 | ? | -2 | . | -17% | -9% | ? | -36% | 5% | 11µM*

6 compounds from above, reduced to GLS inhibitor:
structure | GLS inhibitor
Cc1cc(NC(=O)COC(=O)[C@@H](NS(=O)(=O)c2ccccc2)C(C)C)no1 | -7%
O=C(O)CSc1nc2ccccc2[nH]1 | 0%
CCOC(=O)c1c(C)[nH]c(C)c1C(=O)CSc1nnc(-c2ccncc2)n1C | 16%
O=C(c1ccc(Oc2ccc([N+](=O)[O-])cc2)cc1)N1CCCCCC1 | 5%
CCOC(=O)CSc1nc2c([nH]c3ccccc32)c(=O)n1-c1ccc(OCC)cc1 | -5%
CCOc1ccc(CNC(=O)c2ccc3c(c2)nnn3C2CCCC2)cc1 | 3%

(continued)
SMILES | Pin1 inh | PI4K2A block | PGK inhibitor | JMJD2A Tudor inh | Pol eta inh | GLS inhibitor | BAZ2B inh | HP1b chromo inh | G9a block
C=CCSc1nc2ccccc2n1S(=O)(=O)c1ccc(Cl)cc1 | -9% | 9 | -3% | -36% | 1% | 15% | . | 23% | .
NC(=S)NCc1cccnc1 | -1% | 7 | i | -7% | -6% | 2% | 1% | 26% | 3%
Cc1occc1C(=O)N1CCN(C(c2ccccc2)c2ccccc2)CC1 | -9% | 2 | i | ? | -16% | . | ? | 3% | 40µM*
CCCCN1CN(Cc2ccco2)CNC1=S | -6% | -2 | 12% | -2% | -5% | 53%[activator] | 10% | 20% | 6%[59 µM]
O=C(O)C1NCCc2ccccc21 (stereo not drawn) | -12% | -3 | -4% | ? | -5% | -1% | ? | -13% | 40µM*
O=C(COc1ccc(-n2cnnn2)cc1)Nc1ccc(F)cc1 | -2% | 5 | -8% | -8% | -2% | 3% | . | 2% | .
O=C(CSc1ncnc2ccccc12)Nc1cc(S(=O)(=O)N2CCCCC2)ccc1Cl | ? | -2 | i | -11% | -19% | -5% | -2% | 18% | 24%[59 µM]
COc1cccc(NC(=O)CN(CCc2ccccc2)S(=O)(=O)c2ccc(Cl)cc2)c1 | -6% | -2 | 8% | 28µM* | -12% | -1% | ? | -19% | 14µM*
CCOC(=O)c1ccc(S(=O)(=O)NNC(=O)c2ccc3c(c2)nc(C)n3CC)cc1 | -3% | -1 | -7% | 4% | 7% | -1% | -10% | 45%[activator] | ?
COc1ccc(S(=O)(=O)Nc2nc(C(F)(F)F)cs2)cc1 | -2% | 1 | -10% | -26% | 1% | 30% | ? | 39% | -14%
CC(C)[C@@H]1NC(=O)N(c2ccc(Oc3ccccc3)cc2)C1=O | 1% | -4 | 2% | -4% | -4% | 8% | 2% | 21% | 12%[59 µM]
COC(=O)CCCC1=CC2=CC(=O)C(C)(OC(=O)c3cccs3)C(=O)C2=CN1c1ccc(OC)cc1 (stereo not drawn) | 3% | 0 | 1% | ? | -10% | 1% | -30% | -10% | -6%[59 µM]
CCN(CC)c1ccc(C=C2C(=O)OC3(CCCC3)OC2=O)cc1 | 40%[activator] | 11 | 4% | -34% | 1% | 21% | ? | -8% | -25%[59 µM]
CCN(c1ccccc1)S(=O)(=O)c1ccc(OC)c(NS(=O)(=O)c2cccs2)c1 | -3% | -2 | 3% | -3% | -8% | 15% | . | 20% | 2%
COc1ccccc1NC1=C(N2CCCCC2)C(=O)c2ccccc2C1=O | -7% | -29 | i | 40µM* | -8% | 16% | 32µM* | ? | 6.3µM*
COC(CNC(=O)CN1CCN(Cc2ccc(F)cc2Cl)C1=O)OC | -3% | -2 | -5% | -1% | -17% | -11% | 1% | 19% | -1%
CN1C2CCC1CC(NC(=O)CSCc1ccc(Cl)cc1Cl)C2 (stereo not drawn) | -2% | 5 | 1% | -8% | -7% | 6% | -6% | 32% | 4%[59 µM]
COc1ccc(NS(=O)(=O)c2ccc3c(c2)n(C)c(=O)n3C)cc1 | 2% | -3 | i | -9% | 0% | -1% | 16% | 50%[activator] | ?
CN(C)CCCn1c(N)c(C#N)c2nc(C#N)c(C#N)nc21 | ? | 10 | -8% | -3% | -15% | 2% | -2% | 26% | 25µM*
COc1ccc(N(CC(=O)NCc2ccc3c(c2)OCO3)C(=O)c2csnn2)cc1 | 8% | 1 | 1% | -12% | -8% | -1% | -16% | 16% | -10%

A different layout for part of the listing above:
The line under a structure holds: Pin1 inh, PI4K2A block, PGK inhibitor, JMJD2A Tudor inh, Pol eta inh, GLS inhibitor, BAZ2B inh, HP1b chromo inh, G9a block
- COc1ccc(NS(=O)(=O)c2ccc3c(c2)n(C)c(=O)n3C)cc1
  2%, -3, i, -9%, 0%, -1%, 16%, 50%[activator], ?
- CCOC(=O)c1ccc(S(=O)(=O)NNC(=O)c2ccc3c(c2)nc(C)n3CC)cc1
  -3%, -1, -7%, 4%, 7%, -1%, -10%, 45%[activator], ?

Random excerpt: 2 entries already listed.
SMILES | Pin1 inh | PI4K2A block | PGK inhibitor | JMJD2A Tudor inh | Pol eta inh | GLS inhibitor | BAZ2B inh | HP1b chromo inh | G9a block
Cc1cc(F)ccc1S(=O)(=O)Nc1ccccc1C(=O)N1CCCC1 | -15% | -3 | 0% | 1% | -11% | 1% | 6% | 34% | 20%[12.7 µM]
O=C(Cn1c(=O)c2cccn2c2ccccc21)NCCCN1CCCCC1 | -2% | -2 | i | -14% | -12% | -10% | -4% | 11% | 57%[activator]

Continued.
SMILES | Pin1 inh | PI4K2A block | PGK inhibitor | JMJD2A Tudor inh | Pol eta inh | GLS inhibitor | BAZ2B inh | HP1b chromo inh | G9a block
O=C(O)c1cc(Cl)c2ccccc2c1O | -1% | 1 | -12% | 13% | -3% | . | -4% | 38%[activator] | -4%[59 µM]
CCn1c(CN2CCOCC2)nc2cc(NC(=O)c3cc(OC)c(OC)c(OC)c3)ccc21 | -9% | 1 | i | -25% | 5% | -6% | -6% | 45%[activator] | 9%[59 µM]
O=C(CCS(=O)(=O)c1ccccc1Cl)NCc1ccc(F)cc1 | -3% | -5 | 0% | -6% | -10% | -3% | 21% | 66%[activator] | 50µM*
COc1ccc(OC)c(/C=N/NC(=O)C(O)c2ccccc2)c1 (stereo not drawn) | 1% | 0 | i | -9% | -8% | 3% | 3% | 22% | .

These rows are one share of the data; count on the stated rates, not on these rows.
